PV pol inh – inhibitors of poliovirus RNA polymerase binding and polymerization; P03300; poliovirus polymerase elongation, fluorescence polarization; stronger effect = lower value; % elongation, % (compound at 16.7 µg/mL); 150,000 compounds, 0.66% hits; AID 588519; in the data active means % elongation below about 90%; further: some results filed as inactive read as strong as hits
Target sequence (P03300 1749-2209 limits assumed): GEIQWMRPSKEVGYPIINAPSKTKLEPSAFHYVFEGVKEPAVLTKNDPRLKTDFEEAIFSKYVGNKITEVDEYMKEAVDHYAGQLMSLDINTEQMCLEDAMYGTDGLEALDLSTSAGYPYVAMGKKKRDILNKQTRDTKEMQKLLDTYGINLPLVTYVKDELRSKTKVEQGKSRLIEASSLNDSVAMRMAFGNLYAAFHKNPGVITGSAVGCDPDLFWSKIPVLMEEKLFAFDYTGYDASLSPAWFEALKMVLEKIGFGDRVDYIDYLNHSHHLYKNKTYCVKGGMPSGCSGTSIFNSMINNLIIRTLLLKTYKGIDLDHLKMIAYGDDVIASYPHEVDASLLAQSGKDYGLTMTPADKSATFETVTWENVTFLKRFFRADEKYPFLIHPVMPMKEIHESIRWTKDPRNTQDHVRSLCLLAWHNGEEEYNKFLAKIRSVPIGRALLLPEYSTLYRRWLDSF
PV pol inh FP z-score – recorded beside PV pol inh, whose call it bears; z-score; measured here: FP z-score; hits read low
An asterisk follows results filed as active.

SMILES | PV pol inh | PV pol inh FP z-score
CCc1cccc(C)c1NC(=O)Cn1cc2c(n1)CCCCC2 | 108.0 | 0
Cc1ccc(Nc2nc(N)nc(CN3CCCCCC3)n2)c(C)c1 | 103.0 | 0.7
Cc1ccc(NC(=O)C2CCCN(S(=O)(=O)c3ccc4c(c3)CCCC(=O)N4)C2)cc1N(C)C (stereo not drawn) | 111.0 | 0.6
N#Cc1ccccc1OCC(=O)c1ccc2c(c1)OCCO2 | 101.0 | -0.1
CC(NC(=O)CCc1cccs1)c1ccc(-n2ccnc2)cc1 (stereo not drawn) | 100.0 | -0.3
COc1ccc2cc3cc(C(=O)NCc4cccs4)sc3nc2c1 | 104.0 | 0.9
O=C1/C(=C\c2cccs2)SC(=S)N1CCCC(=O)N1CCCc2ccccc21 | 100.0 | -0.3
CCOC(=O)c1c(C)n(-c2ccccc2)c2ccc(OC(=O)c3ccccc3Cl)cc12 | 108.0 | 0.6
COc1ccccc1/C=C1/C(=O)ON=C1C | 103.0 | 0.2
NC(=O)CCSc1ccc(Cl)cc1 | 113.0 | 1.9
CC1(C)CC2CC(C)(CN2CC(=O)C(C#N)c2ccccc2)C1 (stereo not drawn) | 100.0 | 0
O=C(COC(=O)c1cnc(Cl)c(Cl)c1)c1ccccc1 | 103.0 | 0.1
NC(=O)c1ccsc1NC(=O)Cn1[nH]c(=O)c2ccccc2c1=O | 100.0 | -0.4
c1ccc(CN2CCN(C3=Nc4cccc5cccc3c45)CC2)cc1 | 131.0 | 2.8
O=C1CC(c2ccccc2)Cc2[nH]c(=O)c(C(=O)Nc3cccc(F)c3)cc21 (stereo not drawn) | 115.0 | 1.4
Cc1ccc(S(=O)(=O)C(CNC(=O)c2ccccc2F)c2cccs2)cc1 (stereo not drawn) | 104.0 | -0.9
CC(=O)Nc1cccc(-c2nc3ccccc3[nH]2)c1 | 108.0 | 0.4
NC(=O)c1nnn(Cc2ccc(Cl)cc2)c1N | 101.0 | 0.1
CCNc1cc(N2CCCC2)c2noc3c2c1C(=O)c1ccccc1-3 | 102.0 | 0
O=C(CN1C(=O)CSC1=O)c1ccccc1 | 101.0 | -0.3

As a working copy, two of the compounds above:
SMILES | PV pol inh | PV pol inh FP z-score
CCNc1cc(N2CCCC2)c2noc3c2c1C(=O)c1ccccc1-3 | 102.0 | 0
O=C(CN1C(=O)CSC1=O)c1ccccc1 | 101.0 | -0.3

Among those listed so far, these contain a halogen.
SMILES | PV pol inh | PV pol inh FP z-score
CCOC(=O)c1c(C)n(-c2ccccc2)c2ccc(OC(=O)c3ccccc3Cl)cc12 | 108.0 | 0.6
NC(=O)CCSc1ccc(Cl)cc1 | 113.0 | 1.9
O=C(COC(=O)c1cnc(Cl)c(Cl)c1)c1ccccc1 | 103.0 | 0.1
O=C1CC(c2ccccc2)Cc2[nH]c(=O)c(C(=O)Nc3cccc(F)c3)cc21 (stereo not drawn) | 115.0 | 1.4
Cc1ccc(S(=O)(=O)C(CNC(=O)c2ccccc2F)c2cccs2)cc1 (stereo not drawn) | 104.0 | -0.9
NC(=O)c1nnn(Cc2ccc(Cl)cc2)c1N | 101.0 | 0.1

The list continues:
SMILES | PV pol inh | PV pol inh FP z-score
CCOc1ccc(CNC23CN4CN(CN(C4)C2)C3)cc1 | 104.0 | 0.8
Cc1cccc(NC(=O)CCNS(=O)(=O)c2cccc3nonc23)c1C | 99.0 | -0.1
O=C(O)CSc1nc(-c2ccccc2)cc(=O)[nH]1 | 100.0 | -0.3
O=C(Nc1cccc(-c2nc3ccccc3c(=O)o2)c1)C1CCCCC1 | 103.0 | 0.3
CSCCC1Oc2ccccc2C2CC(c3ccccc3O)=NN12 (stereo not drawn) | 102.0 | 0.7
OC(CN1CCCCC1)CN(c1ccccc1)c1ccccc1 (stereo not drawn) | 101.0 | -0.5
CCOC(=O)c1sc(NC(=O)CN2C(=O)C3CC=CCC3C2=O)nc1C (stereo not drawn) | 104.0 | 0
Cc1cc2c(cc1C)CSC(c1ccc(N(C)CCC#N)cc1)SC2 | 110.0 | 0.8
Cc1nc2c3c(cccc3n1)C(=O)c1ccccc1-2 | 100.0 | -0.4
COC(=O)c1ccc(CNC(=O)c2ccc(S(=O)(=O)N(C)C)cc2)cc1 | 106.0 | 0.5
O=C(Cn1cc(C(=O)C2CC2)c2ccccc21)NCc1cccs1 | 106.0 | 0.9
Cc1sc2c(c1C)c(=O)n(-c1ccc(Cl)cc1)c(=O)n2Cc1cc(=O)n2cc(Br)ccc2n1 | 110.0 | 1.4
Nc1cc(C(F)(F)F)ccc1-n1cccn1 | 105.0 | 0.6
CCN(CC)c1ncnc2c1[nH]c1ccc(C)cc12 | 101.0 | -0.3
O=S(c1c(F)c(F)c(F)c(F)c1F)c1c(F)c(F)c(F)c(F)c1F | 94.0 | -1.2
Cc1ccc(CNC(=O)c2nc(SCc3ccc(F)cc3)ncc2Cl)cc1 | 102.0 | -0.8
COc1ccc(-c2cc(N)nc(N)n2)cc1 | 100.0 | -0.6
Cc1ccccc1-n1nnnc1Sc1nnnn1-c1ccccc1 | 108.0 | 0.7
O=c1ccc2nc3ccccc3c(=O)n2[nH]1 | 104.0 | 0.6
Cc1cc(C)c2c(NC(=O)COc3ccc(Cl)cc3)n[nH]c2n1 | 102.0 | -0.3
CCCSc1ncc(Cl)c(C(=O)Nc2c(C(=O)c3ccc(F)cc3)oc3ccccc23)n1 | 110.0 | 1
CC(C)n1c(=O)c2sccc2n2c(=S)sc(-c3ccccc3)c12 | 102.0 | -0.5
CCc1ccc(C2C(C(=O)Nc3ccc(Cl)cc3)=C(C)Nc3ncnn32)cc1 (stereo not drawn) | 101.0 | -1.4
CCCCN(c1ccccc1)S(=O)(=O)c1cc2c3c(c1)C(C)C(=O)N3CCC2 (stereo not drawn) | 105.0 | -0.5
Fc1cc(F)c(NC(=S)N2CCOCC2)c(F)c1 | 108.0 | 0.8
CNC(=S)N/N=C(\C)Cc1ccc(OC)cc1 | 102.0 | 0.2
Cc1cc(C(=O)CSc2n[nH]c(N)n2)c(C)n1Cc1ccc2c(c1)OCO2 | 106.0 | 0.7
O=C1c2ccccc2C(=O)N1CC(F)(F)F | 105.0 | 0.1
c1ccc(-n2c(SCc3cc(-c4cccs4)on3)nnc2C2CC2)cc1 | 105.0 | 0.3
COc1ccc(NC(=O)CNS(=O)(=O)c2cccs2)c(OC)c1 | 97.0 | -0.9
CC1CCCC(C)N1C(=O)COC(=O)CCC1CCCC1 (stereo not drawn) | 102.0 | 0.3
N#Cc1cccc(NC(=O)COC(=O)CCC2CCCC2)c1 | 102.0 | 0.5
COc1ccccc1CNC(=O)c1ccc2nc(-c3ccccc3)c(-c3ccccc3)nc2c1 | 114.0 | 0.9
CN(C)C(=O)c1cn(-c2ccccc2)nc1-c1ccc(OC(F)F)cc1 | 104.0 | 0.2
Cc1ccc(NC(=O)Cn2cc(S(=O)(=O)c3ccc(F)cc3)c(=O)c3cc4c(cc32)OCO4)cc1 | 107.0 | -0.1
COc1ccc(CCNC(=O)Cn2cc(C(=O)c3ccccc3)c(=O)c3ccc(C)nc32)cc1OC | 116.0 | 1.6
Fc1ccccc1OCCCOc1ccccc1F | 100.0 | 0
CC(C)CNS(=O)(=O)c1ccc2nc(NC(=O)c3ccccn3)sc2c1 | 107.0 | 1.1
CN(C)c1ccc2c(c1)S(=O)(=O)c1cc(N(C)C)ccc1C2=O | 87.0 | -5.4
O=C(Sc1cccc2cccnc12)c1ccccc1 | 104.0 | 0.2

Some of the entries so far, with tabs.
structure	PV pol inh	PV pol inh FP z-score
O=c1ccc2nc3ccccc3c(=O)n2[nH]1	104.0	0.6
CC(C)n1c(=O)c2sccc2n2c(=S)sc(-c3ccccc3)c12	102.0	-0.5

Other records follow.
SMILES | PV pol inh | PV pol inh FP z-score
Cc1ccc2oc(-c3ccc(Cl)c(NC(=O)c4ccc(OC(C)C)cc4)c3)nc2c1 | 103.0 | -0.5
CC(Oc1cccc(Cl)c1)C(=O)N(C)Cc1nc2ccccc2c(=O)[nH]1 (stereo not drawn) | 100.0 | -0.3
CCC(C)NC(=O)Cn1c(=O)n(Cc2ccc(C(=O)NCc3ccc(C)cc3)cc2)c(=O)c2ccccc21 (stereo not drawn) | 116.0 | 2
COc1ccc2cc3cc(C(=O)NCCCN4CCN(C)CC4)sc3nc2c1 | 99.0 | -0.4
O=C1CCOc2ccc3ccccc3c21 | 101.0 | -0.1
CCCCC(=O)Oc1ccc2oc(-c3ccc(OC)cc3)cc(=O)c2c1 | 101.0 | -1.1
CCOc1cc2[nH]c(=O)n(Cc3ccc(C(=O)NCCN(CC)CC)cc3)c(=O)c2cc1OCC | 104.0 | -0.7
O=C(Cc1ccc(Cl)cc1)Nc1ccc2nn(-c3ccc(Cl)cc3)nc2c1 | 107.0 | 0.3
C=CCn1c(COc2ccc(CC)cc2)nnc1SCC(=O)c1cc(C)n(CCOC)c1C | 101.0 | 0
C=CCN1C(=O)NC(=O)/C(=C/c2ccc(OCC(=O)O)c(OCC)c2)C1=O | 100.0 | -0.5
NC(=O)COC(=O)CCc1nc2ccccc2s1 | 105.0 | 0.4
CCOC(=O)c1cc2c(=O)n3ccccc3nc2n(Cc2ccco2)c1=NC(=O)c1ccc(C)c(C)c1 | 106.0 | 0.3
Cc1cc(C(=O)CSc2nnc(NC3CC3)s2)c(C)s1 | 103.0 | 0
Cc1c(N)c(C)c(N)c(C)c1N | 98.0 | -1.8
Cn1c(=O)c2sccc2n2c(CCCC(=O)NCc3ccccc3)nnc12 | 102.0 | -0.2
CC(Oc1ccccc1F)C(=O)N/N=C/c1cnn(-c2ccccc2)n1 (stereo not drawn) | 99.0 | -0.3
CCS(=O)(=O)NCCc1csc2nc(-c3ccc(OC)cc3)nn12 | 113.0 | 1.3
O=C(CSc1ccc2nnc(-c3ccccn3)n2n1)c1ccccc1 | 100.0 | -0.3
O=c1cc(-c2ccccc2)nc(SCc2nc(-c3ccc(Cl)cc3)no2)[nH]1 | 102.0 | -1.2
Cc1onc(-c2c(Cl)cccc2Cl)c1C(O)c1ccc(F)cc1 (stereo not drawn) | 99.0 | -0.7
O=C1CN(c2ccc(OC(F)(F)F)cc2)C(=O)CN1CC1CC1 | 100.0 | -0.3
COc1ccc(-n2ccn(CC(=O)Nc3ccccc3)c(=O)c2=O)cc1 | 102.0 | -0.1
Cc1cc(C)n2cc(CNc3ccc(N4CCCC4=O)cc3)nc2n1 | 104.0 | 0.3
Cc1ccc(C)c(-n2c(N)c(C#N)c3nc4ccccc4nc32)c1 | 107.0 | 0.4
O=C(C1CCN(S(=O)(=O)c2cccs2)CC1)N1CCN(c2cccc(Cl)c2)CC1 | 104.0 | 0.1
O=c1[nH][nH]c(=O)c2c(NS(=O)(=O)c3ccccc3)cccc12 | 102.0 | 0.1
CC1CN(C2=NC(=O)/C(=C\c3ccccc3)S2)CC(C)O1 (stereo not drawn) | 98.0 | -0.6
CCOC(=O)CN=Cc1c(O)[nH]c2ccccc12 | 101.0 | 0.4
CN(C)c1cc(O)c(C(=S)Nc2ccccc2)c(N(C)C)c1 | 107.0 | 0.4
CC(=Nc1ccccc1C(F)(F)F)c1cccs1 | 109.0 | 0.8
CC[C@@]1(C)N[C@H](C(=O)O)CS1 | 109.0 | 0.4
Oc1c(I)cc(I)c2cccnc12 | 100.0 | 0.1
O=S(=O)(NC1=NCCS1)c1ccc(N=NN2CCCCC2)cc1 | 102.0 | 0.2
O=c1[nH]cnc2sc3c(c12)CCC3 | 104.0 | -0.3
CCc1ccc2nc(SCC(=O)N(CC)CC)c(C#N)cc2c1 | 101.0 | -0.2
CC(NC(=O)c1ccccc1)c1ccccc1 (stereo not drawn) | 102.0 | -0.2
COC(=O)C(N)c1ccccc1 (stereo not drawn) | 102.0 | 0
CCOc1ccc(CCNC(=O)c2ccc(-n3c(C)cc4c3CCC(C)C4)cc2)cc1OCC (stereo not drawn) | 109.0 | -0.1
CC(C)[C@@H](C(=O)OCc1cc(=O)n2ccsc2n1)N1C(=O)c2ccccc2C1=O | 98.0 | -1
O=C(O)c1ccccc1C(=O)N1CCc2ccccc21 | 107.0 | 0.6
O=c1c(Cl)c(NCc2ccco2)cnn1-c1ccccc1 | 106.0 | 0.5
O=C(CSc1nnc2ccc3ccccc3n12)Nc1ccccc1Cl | 110.0 | 0.6
COc1cccc(-c2nn(C)c3sc(C(=O)N4CCN(c5cccc(C)c5)C(C)C4)cc23)c1 (stereo not drawn) | 111.0 | 1.1
CCOC(=O)c1oc2c(c1C)/C(=N/O)CCC2 | 100.0 | -0.4
CCOC(=O)c1ccc(NC(=O)COCc2cc(-c3ccc4c(c3)OCO4)on2)cc1 | 113.0 | 1.3
Cc1sc2ncn(CC(=O)N3CCN(c4ccc(F)cc4)CC3)c(=O)c2c1S(=O)(=O)N1CCN(c2ncccn2)CC1 | 105.0 | 0.2
CCc1ccc(-c2nn(-c3ccccc3)c(=S)c3ccccc23)cc1 | 105.0 | 0.3
Cc1ccc(NC(=S)NCC2CCCO2)cc1 (stereo not drawn) | 102.0 | 0.2
Cc1cc(=O)oc2c3c(ccc12)O/C(=C/C=C/c1ccccc1)C3=O | 98.0 | -1.7
COc1ccc(C)c2sc(NNC(=O)C3=COCCO3)nc12 | 100.0 | -0.7
COc1ccc(CNC(=S)N(Cc2nnc(-c3ccccc3Cl)o2)C2CC2)cc1 | 102.0 | 0
CC(=O)Nc1ccccc1OCC(=O)N(C(C)C)C(C)C | 98.0 | -0.7
O=C(CNC(=O)c1ccccc1)OCc1cc(=O)n2ccsc2n1 | 107.0 | 0.1
CN1C(=O)C(=CN2CCc3ccccc32)C(=O)N(C)C1=O | 100.0 | -0.5
CC(C)(C)c1nnc(Nc2ccc(Cl)c(C(F)(F)F)c2)[nH]c1=O | 101.0 | 0.3
O=C(NC(C(=O)O)C12CC3CC(CC(C3)C1)C2)C1CCCCC1 (stereo not drawn) | 101.0 | -0.4
COc1cccc(CNC(=O)Cc2c(C)c3c(cc(C)c4c(C)c(C)oc43)oc2=O)c1 | 109.0 | 0.1
CCn1c(-c2ccccc2)cnc1SCC(=O)c1sc2c(c1C#N)CCCC2 | 104.0 | 0.7
C/C(=N\NS(C)(=O)=O)c1ccc(C)cc1 | 101.0 | 0.3
Cc1c(C(=O)N2CCN(C3CCS(=O)(=O)C3)CC2)oc2ccc(Cl)cc12 (stereo not drawn) | 102.0 | -0.1

Source: PubChem

Not all compounds are listed. The share of hits here may be higher or lower than overall.
